# MITF inh – blocks human microphthalmia-associated transcription factor; O75030; AlphaScreen MITF homodimerization, bead proximity signal; inhibition, % at 2.6 µM; 0.91% of 650,000 active; in the data active = inhibition above about 50%;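 note: 0% = vehicle wells with protein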
# Target sequence (O75030 whole entry, looked up): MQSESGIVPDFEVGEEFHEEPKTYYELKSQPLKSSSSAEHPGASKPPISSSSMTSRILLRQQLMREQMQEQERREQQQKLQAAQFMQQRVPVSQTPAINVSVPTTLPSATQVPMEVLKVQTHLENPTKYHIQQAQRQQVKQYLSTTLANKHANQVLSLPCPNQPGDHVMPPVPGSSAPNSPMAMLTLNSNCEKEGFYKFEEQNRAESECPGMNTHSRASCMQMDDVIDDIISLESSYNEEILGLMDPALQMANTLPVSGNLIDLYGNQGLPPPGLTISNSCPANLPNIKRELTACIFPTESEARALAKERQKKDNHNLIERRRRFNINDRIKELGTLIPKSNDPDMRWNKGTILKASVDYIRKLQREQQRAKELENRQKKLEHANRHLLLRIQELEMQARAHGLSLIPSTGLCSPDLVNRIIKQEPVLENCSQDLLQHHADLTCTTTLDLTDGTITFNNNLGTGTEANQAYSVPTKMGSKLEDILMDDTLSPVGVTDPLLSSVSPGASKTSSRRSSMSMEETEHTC
# GPR151 ag – activates the human receptor GPR151 | Q8TDV0 | PathHunter beta-arrestin GPR151 cells, luminescence | activation, % at 11.2 µM | 1% of 650,000 active | AID 1508602; in the data active = activation above about 4.9%;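 note: 0% = median of compound wells and 100% = cells with positive control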
# Target sequence (Q8TDV0 whole entry, looked up): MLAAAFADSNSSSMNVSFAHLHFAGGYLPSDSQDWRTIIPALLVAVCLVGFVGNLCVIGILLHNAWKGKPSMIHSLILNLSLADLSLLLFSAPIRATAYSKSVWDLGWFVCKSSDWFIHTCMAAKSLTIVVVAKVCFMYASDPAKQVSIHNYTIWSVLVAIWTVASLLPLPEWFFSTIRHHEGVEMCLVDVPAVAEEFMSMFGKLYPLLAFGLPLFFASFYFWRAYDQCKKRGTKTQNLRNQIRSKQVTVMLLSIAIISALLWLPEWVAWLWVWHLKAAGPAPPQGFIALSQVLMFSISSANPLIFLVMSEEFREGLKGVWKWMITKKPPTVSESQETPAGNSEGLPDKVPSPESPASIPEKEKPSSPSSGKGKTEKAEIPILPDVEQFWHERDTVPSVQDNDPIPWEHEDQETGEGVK
# FBW7 act – human FBW7 E3 ligase activation, primary screen; Q969H0; AlphaScreen FBW7–phospho-cyclin E peptide binding, activator screen; normalized activity (activation), % at 26.1 µM; 0.13% of 650,000 active; AID 1259310; in the data active = normalized activity above about 1.9%;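 note: purified mutant Fbw7 with reduced substrate affinity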
# TEAD-YAP inh – TEAD-YAP interaction inhibition | inhibition, % at 9.12 µM | 1.4% of 640,000 active | HEK-TIYL cells, TEAD-Gal4/YAP UAS-luciferase luminescence; in the data active = inhibition above about 32%;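 note: 0% = median of test compound wells and 100% = reference inhibitor wells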
# * hit, by the source's call; . = no result given; & = joins results of further samples. Hits appear at their usual frequency; any-hit rate near 3.4%.
canonical_smiles,MITF inh,GPR151 ag,FBW7 act,TEAD-YAP inh
CC(C)=CC(=O)Nc1sc2c(c1C#N)CCC(C)C2 (stereo not drawn),3,0.1,0.1,-63
Cc1cccc2cc(/C=C3\N=C(c4ccccc4)OC3=O)c(N3CCOCC3)nc12,10,0.5,-0.1,2
Cc1ccc(C)c(N2CCN(S(=O)(=O)c3ccc4c(c3)n(C)c(=O)c(=O)n4C)CC2)c1,-5,0.7,0.0,-1
CCOc1cc(C(c2c(C)[nH]n(-c3ccccc3)c2=O)c2c(C)[nH]n(-c3ccccc3)c2=O)ccc1OC(=O)c1ccccc1Cl,3,1.7,-1.1,4
CN(NC(=O)Cn1c2ccccc2c(=O)c2ccccc21)c1ccc(C(F)(F)F)cc1[N+](=O)[O-],-11,-0.6,0.1,-3
O=C1CSC(=Nc2ccccc2Cl)N1,1,-0.3,0.1,-9
CCCCOC(=O)Nc1ccc2c(c1)OCO2,-7,-5.1,0.0,30
Cc1c(N2C(=O)/C(=C\c3cccnc3)SC2=S)c(=O)n(-c2ccccc2)n1C,13&22,0.0&1.8,0.3&-0.1,8&-1
CCOc1cc(C(c2c(C)[nH]n(-c3ccccc3)c2=O)c2c(C)[nH]n(-c3ccccc3)c2=O)ccc1OCc1ccccc1,3,0.4,-1.3,-5
CCOc1ccc(CCN2CNc3c(C(=O)OC)cnn3C2)cc1OCC,0,1.7,0.0,0
CC(=O)c1c(C)oc2ccc(N(C(=O)c3ccccc3)S(=O)(=O)c3ccc(Cl)cc3)cc12,-5,2.8,-0.1,-4
CCCC(CCC(=O)NNC(=O)c1ccccc1Br)C(=O)O (stereo not drawn),12,-0.7,0.5,0

# (more compounds)
canonical_smiles,MITF inh,GPR151 ag,FBW7 act,TEAD-YAP inh
CCOc1ccc(-c2cc(C(=O)N/N=C/c3cccc([N+](=O)[O-])c3)[nH]n2)cc1OC,1,2.0,0.1,-10
CC12CCC(c3nc4nonc4nc31)C2(C)C (stereo not drawn),10,0.1,-0.1,1
COc1cc(C(=O)NCCOc2ccccc2)cc(OC)c1OC,-7,-0.1,0.0,-4
COc1ccc(CCNC(=O)CSc2nc(NCCc3ccccc3)c3ccccc3n2)cc1OC,-2,0.0,0.0,-41
COc1ccc(-c2nc(NC3CC3)nc(OC)n2)cc1,11,-0.9,-0.2,-37
CC(=O)c1cccc(-c2cnc3c(Nc4cccc(C(F)(F)F)c4)nccn23)c1,-5,0.1,0.5,-2
CCC(C)NC(=O)c1ccc(OC)cc1OC (stereo not drawn),-7,-0.7,-0.5,0
COc1ccccc1OCC(=O)Nc1ccc(CC(=O)NC2CC2)cc1,11,1.3,0.4,-2
CCOC(=O)c1ccc(S(=O)(=O)N2CCC(N3CCCCCC3)CC2)cc1,3,0.2,0.2,7
COc1cc(C(=O)NNC(=O)Nc2ccc([N+](=O)[O-])cc2)cc(OC)c1OC,12,0.3,0.1,2
c1ccc2oc(SCc3nc4c5c6c(sc5ncn4n3)CCCCC6)nc2c1,-21,-0.4,0.2,-6
CCC(C)NC(=O)Cn1nc(C)cc1-c1ccco1 (stereo not drawn),14,0.1,-0.1,-4

# Exported with values under each structure: entries from further up.
# Order of results: MITF inh	GPR151 ag	FBW7 act	TEAD-YAP inh
COc1ccc(CCNC(=O)CSc2nc(NCCc3ccccc3)c3ccccc3n2)cc1OC
    -2	0.0	0.0	-41
COc1ccccc1OCC(=O)Nc1ccc(CC(=O)NC2CC2)cc1
    11	1.3	0.4	-2
CCC(C)NC(=O)Cn1nc(C)cc1-c1ccco1 (stereo not drawn)
    14	0.1	-0.1	-4
c1ccc2oc(SCc3nc4c5c6c(sc5ncn4n3)CCCCC6)nc2c1
    -21	-0.4	0.2	-6
CCC(C)NC(=O)c1ccc(OC)cc1OC (stereo not drawn)
    -7	-0.7	-0.5	0

# Next records follow.
canonical_smiles,MITF inh,GPR151 ag,FBW7 act,TEAD-YAP inh
Cn1c2ccccc2c2cc(C(=O)OCC(=O)N3CC(=O)Nc4ccccc43)sc21,-20,-0.4,0.1,11
O=C(NCCc1ccc(O)cc1)c1csc(Nc2ccncn2)n1,15,-0.2,-0.1,-2
COc1ccc(/C=C\C(=O)NCCc2cc3ccc(C)c(C)c3[nH]c2=O)cc1OC,-1,-0.2,0.2,0
CC(=O)[C@@]1(O)CC[C@H]2[C@@H]3C[C@H](C)C4=CC(=O)C=C[C@]4(C)[C@@]3(F)[C@@H](O)C[C@@]21C,-17,-3.3,0.1,.
N#CC(C#N)=C1Nc2ccccc2N=C1[n+]1ccccc1,21,0.4,0.4,-7
CC(=O)OC[C@H]1O[C@H](C/C=N/OCC[C@@H]2C=C[C@H](OC(C)=O)[C@@H](COC(C)=O)O2)C=C[C@@H]1OC(C)=O,5,1.0,-0.1,.
CC1CN(C(=S)c2ccccc2)CC(C)O1 (stereo not drawn),-3,-0.2,-0.1,0
Cc1cc(C)c(C2C(C#N)=C(N)Oc3n[nH]c(C)c32)cc1CN1CCOCC1 (stereo not drawn),2,1.5,-0.2,9
CCOc1ccc(N(CCC#N)S(=O)(=O)c2ccc(C)cc2)cc1,14,0.9,0.0,-1
CCOC(=O)C1=C(C(F)(F)F)Nc2nnnn2C1c1cc(OC)c(OC)cc1OC (stereo not drawn),10,0.3,-0.1,-6
Nc1[nH]ncc1-c1ccc(NC(=O)C2COc3ccccc3O2)cc1 (stereo not drawn),-1,0.7,-0.1,-20
O=C(NC1CCCC1)C(c1ccncc1)N(C(=O)c1ccco1)c1ccc2c(c1)OCO2 (stereo not drawn),48,1.6,0.0,2

# New compounds follow.
canonical_smiles,MITF inh,GPR151 ag,FBW7 act,TEAD-YAP inh
CS(=O)(=O)c1cccc(S(=O)(=O)N2CCN(c3ccc(F)cc3)CC2)c1,15,0.0,0.0,0
NC(=O)c1ccc(NC(=O)/C=C/c2cccc(Cl)c2)cc1,3,2.8,0.0,-10
Cc1ccccc1OCC(=O)Nc1ccc(Cl)c(-c2nc3cc(Cl)ccc3o2)c1,-3,0.4,-0.1,10
Cc1sc(NC(=O)CSCC(=O)Nc2ccccc2)nc1-c1ccccc1,11,4.0,-0.1,5
CCSc1nc2sc3c(c2c(=O)n1-c1ccccc1)CC(C(C)C)OC3 (stereo not drawn),14,0.9,-0.2,6
CCOC(=O)C1=C(c2ccccc2)N=c2s/c(=C\c3cccnc3)c(=O)n2C1c1ccc2c(c1)OCO2 (stereo not drawn),7,0.3,0.0,19
COc1ccc(/C=N/NC(=O)C(=O)Nc2ccc(Br)cc2)cc1,-5,1.5,-0.1,-9
CC(=O)Nc1ccc(Nc2nc(-c3ccc(C(=O)NC4CC4)cc3)ncc2C)cc1,1,-1.0,0.0,-9
NCCCC[C@@H]1NC(=O)[C@@H]2C[C@H](NCc3ccsc3)CN2C1=O,-3,-1.1,-0.6,-6
O=C1NC(=O)N(c2ccc(Br)cc2)C(=O)/C1=C/c1ccc(Cl)s1,15,-1.7,0.3,6
CC(C)NC(=O)C1CC(c2cccc(Br)c2)=NO1 (stereo not drawn),-14,1.0,0.0,-3
O=C1NC(=O)N(Cc2ccc(F)cc2)C(=O)/C1=C\c1cc2c(cc1[N+](=O)[O-])OCO2,-2,-0.1,-0.5,-16

# Continued:
canonical_smiles,MITF inh,GPR151 ag,FBW7 act,TEAD-YAP inh
CN(Cc1ccccc1)C(=O)CCC1CCN(C(=O)COc2ccccc2)CC1,6,2.8,0.0,-23
Cc1ccc(OC/C(O)=C(\C#N)c2nc3ccccc3[nH]2)cc1,13,-0.7,-0.1,-4
COc1ccccc1C(=O)N/C(=C/c1ccccc1)C(=O)N1CCOCC1,13,-1.5,-0.2,0
CCOC(=O)c1cnn(-c2nc(-c3ccccc3)cc(-c3ccccc3)n2)c1-c1cc(F)c(F)c(F)c1F,-6,0.5,0.0,9
CCNCC(=O)Nc1nnc(-c2ccccc2)o1,10,-0.7,-0.1,-13
COc1ccc(-n2c(C)nnc2SCC(=O)N2C(C)CCCC2C)cc1 (stereo not drawn),0,-1.2,0.1,-12
CC(=O)NCC1Cc2cccc(-c3ncccc3C)c2O1 (stereo not drawn),5,1.5,0.0,2
O=C(Nc1cc(C(F)(F)F)ccc1Cl)c1cc(S(=O)(=O)NCc2ccco2)ccc1F,26,-0.2,0.1,4
O=C1C(c2ccc(F)cc2)N(CCc2ccccc2)C(=O)CN1C1CCCCC1 (stereo not drawn),3,-0.1,0.0,-3
COc1ccc(Cl)cc1NC1c2ccccc2C(=O)N1c1cccnc1 (stereo not drawn),-7,0.9,-0.2,8
CC(C)c1nnc(SCC(=O)c2ccc(F)cc2)n1C,-4,0.3,0.2,-32
O=C(CCC1CCCC1)c1c(O)c2ccccc2oc1=O,2,-1.3,0.0,-15

# Next part.
canonical_smiles,MITF inh,GPR151 ag,FBW7 act,TEAD-YAP inh
COc1ccc(CN2CCCCC2c2cccnc2)c(OC)c1C (stereo not drawn),-22,0.4,0.0,-2
COCC(C)n1c(C)cc(C(=O)COc2ccc(C)nc2[N+](=O)[O-])c1C (stereo not drawn),1,1.4,-0.2,18
COc1ccccc1CNc1oc(-c2ccc(C)cc2)nc1C#N,-8,-0.3,-0.1,-43
NS(=O)(=O)c1ccc(N=Cc2ccc(Cl)cc2Cl)cc1,-1,-0.5,-0.1,2
O=S(=O)(NCC(c1ccc2c(c1)OCO2)N1CCOCC1)c1cc(F)ccc1F (stereo not drawn),7,3.2,0.0,0
O=C(Nc1cccc(Cl)c1Cl)N[C@H]1C[C@H]2C(=O)N[C@@H](Cc3ccccc3)C(=O)N2C1,6,-0.4,-0.2,4
COc1ccc2nc3[nH]nc(NC(=O)c4cc(OC)c(OC)c(OC)c4)c3cc2c1,10,-1.0,0.7,3
CCCC(=O)Nc1ccccc1NC(C)=O,1,-0.3,0.1,-6
COc1cccc(OC)c1C(=O)NCC1COc2ccccc2O1 (stereo not drawn),14,1.6,0.5,-9
O=C(NCCCCCCNC(=O)c1cccnc1)c1cccnc1,8,1.5,-0.1,8
FC(F)(F)c1nc2c(Nc3ccnc(Nc4ccc(N5CCOCC5)cc4)c3)cccc2[nH]1,-2,1.5,-0.5,29
c1ccc(CCCC2CCN(CCc3ccccc3)CC2)cc1,-12,1.5,-0.2,3

# Continued.
canonical_smiles,MITF inh,GPR151 ag,FBW7 act,TEAD-YAP inh
CCOC(=O)/C(C#N)=C\c1ccc(N2C(=O)c3ccccc3C2=O)cc1,8,-0.7,0.2,9
COc1cccc(C2/C(=C(/O)c3ccc(C)cc3)C(=O)C(=O)N2CCC(=O)O)c1 (stereo not drawn),15,0.4,0.0,2
COc1ccc(-c2cc(C(=O)Nc3cccc(O)c3)no2)cc1OC,-12,1.2,0.0,-10
O=C(O)c1c(CNC2CCCCC2)c2ccccc2n1Cc1ccc(Cl)cc1,-9,-0.2,0.0,6
COCCCNC(=O)/C=C/c1cccc(Cl)c1,12,0.0,0.1,-15
CCOc1ccc(C2=Nn3c(CC)nnc3SC2)cc1,3,1.5,0.0,3
O=C(CSc1nc2ccccc2s1)Nc1ccccc1Cl,20,0.6,0.4,-10
CCOc1cc(-c2nnc(SCC(=O)Nc3ccc(Br)cc3)nc2-c2ccc(OC)c(OCC)c2)ccc1OC,3,0.3,-0.4,0
COc1cccc(CNC(=O)Nc2ccc(-c3cn[nH]c3)cc2SCCN2CCCC2)c1,32,-1.8,0.7,-8
Cn1nnc(-c2ccc(Nc3nccc(-c4ccc5nc(C6CC6)[nH]c(=O)c5c4)n3)cc2)n1,63*,2.1,1.0,4
CCOc1nnc(-c2ccc(C)cc2)c2ccccc12,-9,0.2,0.1,-18
Cc1cccc(N2C(=O)CC(N3CCN(c4ccccn4)CC3)C2=O)c1 (stereo not drawn),17,0.9,0.5,-13

# The list goes on.
canonical_smiles,MITF inh,GPR151 ag,FBW7 act,TEAD-YAP inh
C/C(=N\NC(=O)c1ccco1)c1ccccc1,2,-2.6,0.1,-49
Cc1ccc(Cl)cc1N1CCN(S(=O)(=O)c2ccc3c(c2)NC(=O)CC(=O)N3)CC1,-6,0.5,-0.3,-4
CCOC(=O)C1CCCCN1Cc1cc(OC)ccc1O (stereo not drawn),-3,-0.3,-0.1,-2
COC(=O)/C(Sc1ccccc1[N+](=O)[O-])=C(/C(=O)OC)N1CCCC1,1,0.4,-0.1,-1
Cc1ccc(C(=O)O)cc1NC(=O)Cc1ccc(Cl)cc1,9,-1.2,0.1,-2
N=c1oc2ccc([N+](=O)[O-])cc2cc1C(=O)Nc1ccccc1,-3,-1.7,-0.1,-2
COc1cc(/C=N/NC(=O)c2cccnc2)c(Br)cc1O,-6,-4.1,0.0,0
COc1cccc(C(=O)NNC(=O)C(=O)NC(C)C)c1,10,-0.2,0.3,0

# In another format: results already given.
> CC(=O)c1c(C)oc2ccc(N(C(=O)c3ccccc3)S(=O)(=O)c3ccc(Cl)cc3)cc12
  MITF inh: -5	GPR151 ag: 2.8	FBW7 act: -0.1	TEAD-YAP inh: -4
> NCCCC[C@@H]1NC(=O)[C@@H]2C[C@H](NCc3ccsc3)CN2C1=O
  MITF inh: -3	GPR151 ag: -1.1	FBW7 act: -0.6	TEAD-YAP inh: -6
> CCC(C)NC(=O)c1ccc(OC)cc1OC (stereo not drawn)
  MITF inh: -7	GPR151 ag: -0.7	FBW7 act: -0.5	TEAD-YAP inh: 0
> COc1ccc(-c2cc(C(=O)Nc3cccc(O)c3)no2)cc1OC
  MITF inh: -12	GPR151 ag: 1.2	FBW7 act: 0.0	TEAD-YAP inh: -10
